Screening results (PubChem)
EPAC2 ag – agonists of human EPAC2 (RAPGEF4); Q8WZA2; EPAC2 activation, biochemical qHTS; response scale: 100% = 6.5 mM cAMP response; Potency, µM (highest dose often 154 µM), inactives show top-dose activation, most hits filed as activators; actives 0.079% (n = 360,000); AID 720711; note: potency is the fitted concentration of half-maximal effect; nearly all actives have a fitted effect of over 50% in size
Target sequence (Q8WZA2 whole entry, looked up): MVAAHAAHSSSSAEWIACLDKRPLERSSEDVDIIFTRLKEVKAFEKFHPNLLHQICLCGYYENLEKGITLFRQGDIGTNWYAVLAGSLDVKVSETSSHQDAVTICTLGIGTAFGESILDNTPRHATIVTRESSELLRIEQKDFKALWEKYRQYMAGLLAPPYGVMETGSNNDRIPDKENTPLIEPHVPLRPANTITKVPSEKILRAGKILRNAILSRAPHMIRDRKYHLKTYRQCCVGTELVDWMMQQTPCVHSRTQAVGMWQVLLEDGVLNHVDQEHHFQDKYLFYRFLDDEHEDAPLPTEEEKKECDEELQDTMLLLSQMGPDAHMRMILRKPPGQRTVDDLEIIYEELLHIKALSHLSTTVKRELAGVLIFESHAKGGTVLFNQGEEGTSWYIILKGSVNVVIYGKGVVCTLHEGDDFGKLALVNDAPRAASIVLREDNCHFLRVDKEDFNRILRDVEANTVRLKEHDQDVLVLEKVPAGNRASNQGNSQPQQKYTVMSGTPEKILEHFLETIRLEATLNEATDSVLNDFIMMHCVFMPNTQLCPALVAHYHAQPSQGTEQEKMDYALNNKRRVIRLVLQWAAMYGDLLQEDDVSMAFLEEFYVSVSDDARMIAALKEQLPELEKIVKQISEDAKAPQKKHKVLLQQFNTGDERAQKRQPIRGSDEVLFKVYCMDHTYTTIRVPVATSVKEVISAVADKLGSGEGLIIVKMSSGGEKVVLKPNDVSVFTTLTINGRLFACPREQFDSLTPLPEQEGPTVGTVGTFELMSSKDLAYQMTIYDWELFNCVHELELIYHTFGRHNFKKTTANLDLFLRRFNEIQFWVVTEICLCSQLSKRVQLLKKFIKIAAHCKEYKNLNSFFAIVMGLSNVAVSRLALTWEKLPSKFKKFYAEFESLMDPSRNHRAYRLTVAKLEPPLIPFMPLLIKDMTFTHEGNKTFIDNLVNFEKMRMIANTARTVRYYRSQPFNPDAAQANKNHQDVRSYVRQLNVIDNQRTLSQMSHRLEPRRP
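Each well held 100 nM EPAC2, 250 nM RAP1B-BODIPY-GDP and 50 uM GDP. Fluorescence, read at 5-min intervals to 30 min, was referenced to a 6.5 mM cAMP positive control.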
EPAC2 antagonist – EPAC2 (human) antagonism; Q8WZA2; EPAC2 GEF exchange of Rap1B-BODIPY-GDP, fluorescence; Potency, µM (doses to about 114 µM), for inactives: at the top dose activity, negative = inhibition, actives largely listed as inhibitors; actives 0.18% (n = 360,000); AID 720708; note: potency is the fitted concentration of half-maximal effect; % is set by controls: 0 for no effect and ±100 for the full control effect; nearly all actives have a fitted effect of over 45% in size; many of its hits are not listed in these tables
Nrf2 activator – activates Nrf2 signaling; AREc32 ARE-luciferase reporter (MCF7-derived line), luminescence, 24 h; Potency, µM (doses to about 46.1 µM), inactives show at the top dose activation, usual class: activators; actives 0.31% (n = 410,000); AID 624171; note: potency is the fitted concentration of half-maximal effect; % of control where 0% means no effect; nearly all actives have a fitted effect of over 65% in size
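Nrf2 activation is followed as ARE-luciferase induction in the AREc32 line after one day of compound treatment; luminescence is read with Steady-Glo.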
A549 viability – kills or reduces viability of A549 cells in Nrf2 counter-screen; A549 ARE-Fluc cells, CellTiter-Fluor viability, 18-24 h; Potency, µM (highest dose often 46 µM), for the others: at the top dose activity change, negative = cytotoxicity, hits mostly inhibitors; actives 0.16% (n = 390,000); AID 504648; note: potency is the fitted concentration of half-maximal effect; % is set by controls: 0 for no effect and ±100 for the full control effect
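A549 ARE-Fluc cells in 5% FBS OPTI-MEM, 5000 cells/well, rested 2 h then exposed to compounds in concentration-response for 18-24 h at 37 °C. Viability by CellTiter-Fluor fluorescence (Ex 405/Em 525) after 30 min; luciferase luminescence (BugLite, 15 min, RT) read afterwards.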
Nrf2 inh – Nrf2 pathway inhibition; A549 ARE-Fluc reporter, luciferase luminescence, 18-24 h; Potency, µM (highest dose often 46 µM), without a hit: top-dose activity change, negative = inhibition, actives largely listed as inhibitors; actives 2.1% (n = 360,000); note: potency is the fitted concentration of half-maximal effect; % is set by controls: 0 for no effect and ±100 for the full control effect; nearly all actives have a fitted effect of over 60% in size
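A549 ARE_Fluc cells, 5000/well, 5% FBS OPTI-MEM; compounds in dose-response, 18-24 h at 37 °C/5% CO2; CellTiter-Fluor viability read (Ex 405/Em 525), then BugLite luciferase luminescence = Nrf2 activity.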
Mm-Cpn inhibitor – inhibitors of Methanococcus maripaludis chaperonin (MmCpn); purified Mm-Cpn ATPase, ADP Transcreener TR-FRET; Potency, µM (doses to about 76.9 µM), without a hit: at the top dose activity, negative = inhibition, hits mostly inhibitors; actives 0.031% (n = 330,000); AID 504842; note: potency is the fitted concentration of half-maximal effect; % is set by controls: 0 for no effect and ±100 for the full control effect; nearly all actives have a fitted effect of over 80% in size
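Measured: ADP formation by purified Mm-CPN. Conditions: 25 nM protein, 10 uM ATP, Tris pH 7.4 with Mg2+, K+ and DTT, 37°C for 30 min. Detection: Transcreener HTRF after 30 min at room temperature.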
CCT modulator – cytosolic chaperonin activity modulation | actives 0.3% (n = 360,000) | purified chaperonin ATPase assay, HTRF ADP detection, 30 min | AID 651819 | activity change, % (concentration not given with the values), hits read low; in the data active = activity change below about -30%; note: % is set by controls: 0 for no effect and ±100 for the full control effect
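First, chaperonin was dispensed at 40 nM or 20 nM final depending on batch activity. Next, compounds were pinned at 76 uM and ATP added at 10 uM. After 30 min at 37 °C, ADP detection reagents ran 30 min at ambient temperature.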
Akt phos inh – Akt phosphorylation inhibition; Neuro2A IGF-stimulated pAkt S473 HTRF, 20 min; active compounds read low; actives 0.32% (n = 360,000); activity change, % for hits at 50 µM; in the data active = activity change below about -80%; inconclusive = mostly about -51% to -80%; note: % is set by controls: 0 for no effect and ±100 for the full control effect
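Single-point screen (50 µM final compound) in Neuro2A cells stimulated 20 min with 6 nM IGF at 37 deg C. After lysis, Ser473-phosphorylated Akt read by HTRF (ex 330 nm, em 615/665 nm) as the 665/615 ratio.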
TGFb SMAD3 inh – TGF-b pathway inhibition; HepG2 CAGA-GFP TGF-b/SMAD3 reporter, GFP fluorescence, 18 h; TGF-beta stimulated, 500 pg/mL final; Potency, µM (series often up to 46.1 µM), without a hit: top-dose activity, negative = inhibition, most hits filed as inhibitors; actives 1.2% (n = 410,000); AID 588855; note: potency is the fitted concentration of half-maximal effect; % is set by controls: 0 for no effect and ±100 for the full control effect; nearly all actives have a fitted effect of over 65% in size
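Using HEPG2 CAGA-GFP reporter cells at 1000 cells/well, we pinned test compounds, stimulated with recombinant TGF-beta (500 pg/mL final) and measured total well GFP after 18 h.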
Active calls of the source: *; i = inactive; ? = inconclusive; . = not tested or not shown; [ ] = another dose, or the depositor's remark. Unless noted, calls come from the whole dose curve; as a rule, active = well fitted curve in the direction sought with a large enough effect; inconclusive = small, poorly fitted or top-dose-only effect, or another doubt; inactive = no such curve, though single readings can be large; an effect the other way counts as inactive or inconclusive.

SMILES	EPAC2 ag	EPAC2 antagonist	Nrf2 activator	A549 viability	Nrf2 inh	Mm-Cpn inhibitor	CCT modulator	Akt phos inh	TGFb SMAD3 inh
CC(=O)N1CCc2cc(Br)cc(S(=O)(=O)NCC3CCCO3)c21 (centres undefined)	5%	-4%	-0.5%	3%	6%	1%	-0.8	i	0%
COc1ccc(OC)c2[nH]c(=O)c(CCNC(=O)Cc3cccs3)cc12	8%	-3%	-0.4%	3%	-14%	4%	0.2	i	-8%
CN1C(C(=O)NCc2cccc(Br)c2)CC2Cn3c(nc4cc5ccccc5cc43)C21 (centres undefined)	21%	-21%	-0.3%	1%	-7%	2%	-2.4	i	-15%
COc1ccc(-c2cn(CCN)c(-c3ccncc3)n2)cc1	2%	18%	-0.1%	7%	1%	1%	-0.3	i	4%
O=C(CCS(=O)(=O)c1ccc(Cl)cc1)Nc1ccc(N2CCOCC2)cc1	-2%	2%	-0.5%	-8%	-7%	0%	-2.2	i	-3%
C=C(C)c1cccc(C(C)(C)NC(=O)N2CC(C)OC(C)C2)c1 (centres undefined)	-2%	3%	-0.8%	10%	22%	0%	0.9	i	-2%
O=C(NC1CCN(Cc2ccccc2)CC1)C(NS(=O)(=O)c1cccc2nsnc12)c1ccccc1 (centres undefined)	7%	-5%	0.1%	0%	-2%	1%	-0.1	i	18%
CCc1ccccc1NC(=O)CSc1n[nH]c(-c2cccnc2)n1	3%	-5%	0.0%	-4%	?	1%	-1.5	i	15%
COc1cccc(/C=C/C(=O)OCC(=O)N2c3ccccc3CC2C)c1OC (centres undefined)	-1%	-7%	20%	2%	1%	-8%	-7.3	i	?
COc1ccc(C(CCN)Cc2ccccc2)cc1 (centres undefined)	15%	0%	-0.2%	9%	1%	2%	-2.6	i	6%
O=[N+]([O-])c1ccc(OCCn2cnc3ccccc32)cc1	10%	-1%	0.6%	2%	?	2%	-4.0	i	-1%
N#Cc1cccc(-c2cn(S(=O)(=O)c3ccc(Cl)cc3)nc2N)c1	5%	-7%	4.1%	2%	.	-2%	-2.3	i	-23%
ON=C1c2cc(OCCN3CCCCC3)ccc2-c2ccc(OCCN3CCCCC3)cc21	2%	0%	23%	?	2%	0%	2.5	i	?
COc1ccc(OCCN2CCN(C(=O)c3ccc(OC(F)F)c(OC)c3)CC2)cc1	4%	5%	0.7%	1%	?	1%	0.7	i	?
CCOc1cc(CNC(=O)Cn2c(=O)c3cccn3c3ccc(F)cc32)cc(OCC)c1OCC	.	.	1.4%	-1%	-2%	.	.	.	?
c1ccc(C[C@H]2CNCCN2CC2CCCCC2)cc1	4%	16%	2.4%	-1%	-2%	1%	0.5	i	6%
CN(CCc1ccccc1)C(=O)c1cccc(NC(=O)Cc2cccc(NC(=O)C3CCN(C(=O)C4CCCCC4)CC3)c2)c1	3%	2%	1.0%	-2%	?	.	-2.8	i	-27%
COc1ccc(NC(=S)NN2CCN(C)CC2)cc1OC	12%	4%	0.5%	1%	-2%	1%	2.3	i	1%
COc1cc(NC(=O)Cn2nnc(-c3ccncc3)n2)cc(OC)c1	8%	1%	-0.1%	-1%	?	0%	-2.1	i	-11%
Cn1cccc1/C=C1\SC(=O)N(c2ccccc2)C1=O	-9%	57%[activator]	11%	-6%	?	1%	-2.9	i	2%
CC1OC(c2ccccc2)OC2COC(c3ccccc3)OC12 (centres undefined)	-6%	-7%	-0.4%	1%	22%	.	0.7	i	0%
CN(Cc1ccccc1)C(=O)Cn1c(=O)c2cccn2c2cccnc21	1%	0%	0.3%	2%	-1%	-3%	1.2	i	3%
Cc1nnc(NC(=O)c2cccc(S(=O)(=O)N3CCOCC3)c2)s1	4%	8%	1.4%	20%	.	-1%	1.3	i	5%
COc1ccc(C(CNc2ncnc3sc(C)c(C)c23)N(C)C)cc1 (centres undefined)	14%	-18%	6.8%	6%	?	-7%	2.5	i	-4%

Compound profiles, from the list above. Screens in order: EPAC2 ag	EPAC2 antagonist	Nrf2 activator	A549 viability	Nrf2 inh	Mm-Cpn inhibitor	CCT modulator	Akt phos inh	TGFb SMAD3 inh
CC1OC(c2ccccc2)OC2COC(c3ccccc3)OC12 (centres undefined) in the list: -6%	-7%	-0.4%	1%	22%	.	0.7	i	0%
CN(CCc1ccccc1)C(=O)c1cccc(NC(=O)Cc2cccc(NC(=O)C3CCN(C(=O)C4CCCCC4)CC3)c2)c1 in the list: 3%	2%	1.0%	-2%	?	.	-2.8	i	-27%
Cc1nnc(NC(=O)c2cccc(S(=O)(=O)N3CCOCC3)c2)s1 in the list: 4%	8%	1.4%	20%	.	-1%	1.3	i	5%
CN(Cc1ccccc1)C(=O)Cn1c(=O)c2cccn2c2cccnc21 in the list: 1%	0%	0.3%	2%	-1%	-3%	1.2	i	3%

(further entries)
SMILES	EPAC2 ag	EPAC2 antagonist	Nrf2 activator	A549 viability	Nrf2 inh	Mm-Cpn inhibitor	CCT modulator	Akt phos inh	TGFb SMAD3 inh
CC(=S)/C=C1\Sc2ccccc2N1C	15%	-1%	2.6%	?	-40%	-1%	-3.3	i	?
O=C(O)c1ccc(N2C(=O)C3C4c5ccccc5C(Br)(c5ccccc54)C3C2=O)cc1 (centres undefined)	-4%	-3%	-0.4%	0%	-17%	3%	2.4	i	5%
N#CC1=C(SCc2ccccc2)NC(=O)CC1c1cccc(O)c1 (centres undefined)	6%	-8%	-0.4%	1%	-17%	0%	2.2	i	12%
COCCCn1c(SCC(=O)c2ccccc2)nc2ccccc2c1=O	-14%	-22%	3.7%	3%	-22%	-1%	-2.3	i	-18%
Cc1ccnc(NS(=O)(=O)c2cccc([N+](=O)[O-])c2)c1	2%	9%	0.2%	2%	-18%	-1%	1.7	i	3%
Nc1nonc1-n1nnc(C(=O)N/N=C/c2ccoc2)c1-c1ccccc1	0%	4%	8.3%	0%	20%	-2%	-1.4	i	3%
O=S(=O)(NC1CC(NS(=O)(=O)OCC(Cl)(Cl)Cl)C2CCCCC12)OCC(Cl)(Cl)Cl (centres undefined)	-1%	-16%	0.6%	?	?	2%	-2.0	i	?
CC(NC(=O)COC(=O)C1=NN(c2ccccc2)C(=O)CC1)c1ccccc1 (centres undefined)	4%	14%	3.3%	6%	19%	0%	1.6	i	-1%
CCn1nnc(NC(=O)c2cccc(-c3cc4ccccc4oc3=O)c2)n1	12%	-5%	3.9%	-23%	?	1%	-0.4	i	?
CC(=O)C1CCC2C3CCC4=CC(=O)CC[C@]4(C)[C@@]3(F)C(O)C[C@]12C (some centres undefined)	-1%	2%	-0.3%	-4%	2.9µM*	-2%	-4.6	i	-6%
CN(C)CCn1c(=O)n(-c2cccc(Cl)c2)c(=O)c2c3c(sc21)CCCCC3	10%	-18%	8.0%	?	?	-1%	-1.4	i	?
CC1(C)CC(=O)C(C=NCCc2ccc(O)cc2)=C(O)C1	21%	-2%	0.4%	-1%	1%	4%	-3.2	i	12%
O=C(CSc1nnc(CNC(=O)c2c(F)cccc2F)o1)NCc1ccco1	5%	-1%	-0.3%	1%	-3%	2%	-3.3	i	-22%
CCOC(=O)C1CCN(C(=O)c2cc3c(s2)-c2ccccc2OC3)CC1	14%	-7%	-0.3%	-8%	?	-17%	-0.4	i	1%
CNC(=O)N(c1ccccc1)c1ccccc1	10%	1%	0.0%	-5%	1%	1%	-1.3	i	2%
Cn1nc(C(F)(F)F)c(-c2ccccc2)c1NC(=O)c1ccco1	3%	-8%	-0.2%	0%	9%	-4%	0.7	i	-24%
CC1(C(=O)N2CC3(CC(c4ccccc4)=NO3)C[C@H]2C(=O)NCC(N)=O)CC1 (some centres undefined)	6%	4%	-0.1%	-4%	8%	1%	0.2	i	7%
O=C(NCc1ccco1)c1nc2ccccc2s1	10%	-5%	13µM*	0%[1.84 µM]	?	1%	1.5	i	-15%
COc1ccc(S(=O)(=O)Nc2nnc(Cc3ccc(OC)c(OC)c3)s2)cc1	3%	?	0.4%	1%	-7%	0%	-1.4	i	4%
CCOc1cc(C2CC(=O)Nc3nc(SCc4ccccc4)[nH]c(=O)c32)ccc1O (centres undefined)	.	.	0.1%	0%	1%	.	.	.	0%
O=C1CC(N2CCN(Cc3ccccc3)CC2)C(=O)N1 (centres undefined)	20%	8%[57.1 µM]	0.5%	?	11%	0%	1.0	i	-4%
CCO/C(C)=N/Oc1cc(OC)cc(OC)c1	-2%	?	-0.2%	.	.	.	1.1	i	-5%
O=C(Nc1ccc(-c2cnco2)cc1)c1ccc(Cl)cc1	6%	7%	6.5%	-8%	-9%	-8%	0.1	i	12%
O=C(Nc1ccccc1N1CCOCC1)c1cc(-c2ccco2)nc2ccccc12	8%	-2%	6.4%	-20%	18µM*	-1%	-3.2	i	19%
O=C(COC(=O)c1cc[n+]([O-])cc1)Nc1ccc(F)c([N+](=O)[O-])c1	1%	0%	5.5%	-6%	5%	0%	1.7	i	-10%
CCNC(=O)c1c(NC(=O)c2cc(-c3cc(C)ccc3O)n[nH]2)sc2c1CCCC2	-4%	6%	-0.5%	10%	8%	0%	-2.9	i	-1%
CN(C)c1ccc(-c2nnc3n(Cc4ccccc4)c(=O)c4ccccc4n23)cc1	.	.	-0.8%	-9%	4%	.	.	.	-5%
Cc1ccc(C(C)NC(=O)COC(=O)C2=COCCO2)cc1C (centres undefined)	-1%	13%	0.6%	-3%	2%	-24%	1.5	i	16%
CSc1ncc(C(=O)Nc2cccnc2)c(C(F)(F)F)n1	-6%	6%	3.2%	2%	-4%	1%	1.5	i	7%
COc1cccc(CN(CCC(C)C)S(=O)(=O)c2cc(Br)ccc2Br)c1	11%	-7%	4.7%	13%	?	.	-3.0	i	?

Some of the compounds tested; rates above refer to the full screens.
